Source: PubChem BioAssay
GALK inhibitor: qHTS Assay for Inhibitors of Human Galactokinase (GALK): NCGC Sytravon Library Screen; P51570; recombinant GALK, Kinase-Glo ATP luminescence, 1 h; Potency, µM (doses to about 57.5 µM), without a hit: at the top dose activity, negative = inhibition, usual class: inhibitors; 44,000 tested, under 10 active; AID 1347072, 2019;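 further: plate controls were full GALK reaction for no effect and reaction lacking GALK for full effect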
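Reactions with and without enzyme served as controls. GALK at 5 nM phosphorylates 100 uM galactose using 35 uM ATP (HEPES pH 8.0, Mg2+) for 1 h at RT, with luminescence read 10 min after adding Kinase-Glo Plus.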
p53null 32C kill: qHTS Screen for Compounds that Selectively Target Cancer Cells with p53 Mutations: Cytotoxicity of p53 Null Cells at the Permissive Temperature; H1299-neo p53 null cells, ATP luminescence, 24 h, 32C; Potency, µM (doses to about 46.1 µM), for the others: top-dose activity change, negative = cytotoxicity, hits mostly cytotoxic; hit rate 0.62% among 55,000;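 further: potency means the concentration at half of the fitted maximal effect; 0% = DMSO only and -100% = full killing by 100 µM tamoxifen; nearly all actives have a fitted effect of over 55% in size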
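AC50 values derive from Hill modelling of qHTS concentration-response data (up to 46 uM) in H1299-neo cells. Cells were treated 24 h at 32C following overnight attachment at 37C; viability was read as cellular ATP.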
p53null 39C kill: qHTS Screen for Compounds that Selectively Target Cancer Cells with p53 Mutations: Cytotoxicity of p53 Null Cells at the Nonpermissive Temperature | AID 904, 2007 | hit rate 0.97% among 55,000 | Potency, µM (series often up to 46.1 µM), for the others: at the top dose activity, negative = cell killing, usual class: cytotoxic | H1299 p53-null (neo) cells, 39C, ATPlite viability, 24 h;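 further: potency means the concentration at half of the fitted maximal effect; 0% = DMSO only and -100% = full killing by 100 µM tamoxifen; nearly all actives have a fitted effect of over 50% in size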
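Luminescent ATP signal reported cell survival after H1299 lines (neo, p53 null; or p53 A138V) received up to 46 uM compound and 24 hr incubation at 39C.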
NTMT1 inh: Primary qHTS for Inhibitors of N-terminal methyltransferase 1 (NTMT1): MTaseGlo Assay; NTMT1 MTase-Glo SAH luminescence, purified enzyme; Potency, µM (highest dose often 114 µM), inactives show at the highest dose activity change, negative = inhibition, hits mostly inhibitors; hit rate 2.5% among 59,000; AID 1645870, 2021;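 further: potency means the concentration at half of the fitted maximal effect; plate controls were DMSO vehicle for no effect and no enzyme for full effect; nearly all actives have a fitted effect of over 65% in size; many of its hits are not listed in these tables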
PTAP-TSG101 blk: qHTS Validation Assay for Inhibitors of HIV-1 Budding by Blocking the Interaction of PTAP/TSG101: Sytravon Library Screen; 44,000 tested, under 10 active; Fluorescence polarization, FITC-PTAP peptide/Tsg101, 20 min; Tumor susceptibility gene 101 protein (Homo sapiens), Q99816; Potency, µM (highest dose often 115 µM), without a hit: top-dose activity change, negative = inhibition, actives largely listed as inhibitors; further: potency means the concentration at half of the fitted maximal effect; 0% is about no effect
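FITC-labeled PTAP peptide (50 nM final) binding to Tsg101 binding domain (10 uM final) read by fluorescence polarization after 20 min at r.t. in HEPES pH 7.5 buffer. Actives by CRC class, <25 µM.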
B2AR arrestin ag: qHTS assay of beta-arrestin-biased ligands of beta2-adrenergic receptor: NCGC Sytravon Library Screen; HTLA Tango cells, beta-arrestin recruitment, luciferase luminescence, 18 h; 44,000 tested, under 10 active; Beta-2 adrenergic receptor (Homo sapiens), P07550; Potency, µM (top dose mostly 46.1 µM), for inactives: at the top dose activation, most hits filed as activators;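 further: potency means the concentration at half of the fitted maximal effect; 0% = DMSO and full agonism = EC100 isoproterenol or metaproterenol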
Target sequence (P07550 whole entry, looked up): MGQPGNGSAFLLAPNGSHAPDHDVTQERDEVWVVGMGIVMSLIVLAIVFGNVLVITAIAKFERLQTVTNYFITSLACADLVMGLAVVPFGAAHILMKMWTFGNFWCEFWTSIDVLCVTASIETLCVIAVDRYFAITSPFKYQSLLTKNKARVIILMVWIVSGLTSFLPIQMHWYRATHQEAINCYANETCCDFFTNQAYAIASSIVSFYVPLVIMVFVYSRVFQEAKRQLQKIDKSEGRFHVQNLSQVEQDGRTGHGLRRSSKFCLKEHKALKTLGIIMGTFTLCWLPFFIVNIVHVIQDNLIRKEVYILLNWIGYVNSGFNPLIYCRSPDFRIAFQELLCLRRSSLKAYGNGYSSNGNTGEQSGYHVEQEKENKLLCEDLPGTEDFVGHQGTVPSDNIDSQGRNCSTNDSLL
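Ligand-induced beta-arrestin recruitment to recombinant beta2-AR is measured via a tTA-driven luciferase reporter in Tango cells after 18 hr compound exposure at 37 degrees C. Concentrations span up to 46 microM.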
FH mod: Identification of activators of human fumarate hydratase by quantitative high-throughput screening | Fumarate hydratase, mitochondrial (Homo sapiens), P07954 | FH coupled MDH/diaphorase resazurin fluorescence, 15 min | Potency, µM (titrated, usually from 79.9 µM), without a hit: top-dose activity change, negative = inhibition, actives largely listed as inhibitors | hit rate 0.22% among 54,000; further: potency means the concentration at half of the fitted maximal effect; on the % scale 0 is the no-effect control and ±100 the full control effect; the screen sought activators but most active calls are inhibition curves; nearly all actives have a fitted effect of over 45% in size
Target sequence (P07954 whole entry, looked up): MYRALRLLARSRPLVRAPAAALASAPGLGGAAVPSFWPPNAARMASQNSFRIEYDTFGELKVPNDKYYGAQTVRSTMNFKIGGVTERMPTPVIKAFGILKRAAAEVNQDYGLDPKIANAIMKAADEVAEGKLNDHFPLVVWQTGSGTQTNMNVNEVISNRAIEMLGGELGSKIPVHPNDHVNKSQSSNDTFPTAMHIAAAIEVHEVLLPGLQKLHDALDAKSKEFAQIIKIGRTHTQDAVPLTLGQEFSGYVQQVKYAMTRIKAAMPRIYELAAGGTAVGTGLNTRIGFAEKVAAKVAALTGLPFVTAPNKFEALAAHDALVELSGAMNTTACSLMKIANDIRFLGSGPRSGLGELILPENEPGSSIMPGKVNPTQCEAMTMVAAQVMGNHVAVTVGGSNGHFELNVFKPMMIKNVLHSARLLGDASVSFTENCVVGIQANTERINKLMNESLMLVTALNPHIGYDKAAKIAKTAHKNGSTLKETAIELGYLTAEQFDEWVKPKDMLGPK
* = called active by the depositor; ? = inconclusive; . = no result given; [ ] = remark or other dose. The call rests on the fitted dose curve; in most records, active means well fitted curve in the direction sought with a large enough effect; inconclusive means small, poorly fitted or top-dose-only effect, or another doubt; inactive means no such curve, though single readings can be large; an effect the other way counts as inactive or inconclusive. Some of the compounds tested. The share of hits here may be higher or lower than overall.

SMILES	GALK inhibitor	p53null 32C kill	p53null 39C kill	NTMT1 inh	PTAP-TSG101 blk	B2AR arrestin ag	FH mod
CCOc1ccc(N(CC)C(=O)c2noc3c2COc2ccc(C)cc2-3)cc1	0%	3%	148%[activator]	?	-3%	2%	-10%
CCOC(=O)c1cccc(NC(=O)CCc2c(C)nn(-c3ccc(N4CCCC4)nn3)c2C)c1	0%	-8%	-16%	.	-8%	0%	.
CC(=O)c1ccc(N2CCN(S(=O)(=O)c3ccc4c(c3)CC(C)N4C(=O)C3CCC3)CC2)cc1 (stereo not drawn)	-3%	-6%	-11%	-3%	1%	0%	-9%
CCOc1ccc(CNC(=O)c2ccc3[nH]c(C)c(C)c3c2)cc1OC	0%	-2%	-12%	-2%	-1%	1%	-8%
Cc1ccc(Nc2c(-c3ccc(N4CCOCC4)cc3)nc3ncccn23)cc1	4%	-1%	-20%	21%	2%	-1%	-4%
CCCCN(CC)CCCNC(=O)CS(=O)(=O)Cc1nc(-c2ccc(C)cc2)oc1C	8%	-3%	-24%	-24%	-2%	1%	-5%
CCOC(=O)c1c(S(=O)(=O)NCC(=O)NCc2ccccc2Cl)c(C)n(C)c1C	2%	4%	4%	2%	0%	-1%	-29%
Cc1ccccc1CNC(=O)c1ccc(NC(=O)N2CCCCc3ccccc32)cc1	-1%	-5%	0%	-7%	4%	1%	9%
O=C(Nc1ccccc1F)C1CCN(S(=O)(=O)c2ccc3c(c2)CCCN3C(=O)C2CCC2)CC1	-7%	6%	11%	0%	2%	0%	-26%
CCOc1ccccc1NC(=O)N(Cc1ccc(F)cc1)C1CCN(CC)CC1	3%	-13%	-17%	-1%	-3%	-1%	0%
COc1ccccc1/C=C/c1nc(C#N)c(N2CCCCCC2)o1	6%	0%	-17%	-15%	-4%	0%	-17%
CCS(=O)(=O)N1CCc2cc(C(=O)NCc3ccc(Cl)cc3)ccc21	-1%	-10%	22%	-15%	3%	-3%	-22%
CCOc1ccc(-c2nnc(SCC(=O)Nc3ccccc3C(F)(F)F)o2)cc1	3%	-9%	-14%	-1%	-1%	-3%	0%
Cc1nnc(N2C(=O)c3oc4ccccc4c(=O)c3C2c2ccc(Cl)cc2)s1 (stereo not drawn)	-8%	-19%	4%	10%	3%	-1%	-5%
Cc1ccc(-n2nnc(-c3nsc(NC(=O)c4ccccc4C)n3)c2C)cc1Cl	4%	-4%	-12%	-6%	2%	0%	?
Cc1ccc(OCCn2c(-c3ccc(Br)cc3)nc3ccccc3c2=O)cc1C	0%	-6%	-3%	.	3%	-1%	.
Cc1cccc(NS(=O)(=O)c2ccc3c(c2)CCCN3C(=O)C2CCC2)c1C	2%	33%[activator]	-1%	9%	-1%	0%	-28%
Cc1oc2ccc(O)c(CN3CCOCC3)c2c1C(=O)Nc1ccc(C(C)C)cc1	4%	7%	-5%	.	2%	8%	.
COc1ccccc1CNS(=O)(=O)c1ccc2c(c1)NC(=O)C(C)C(=O)N2 (stereo not drawn)	1%	8%	1%	0%	-7%	-1%	-13%
O=C(Nc1ccc(Cl)c(-c2nc3cc(Cl)ccc3o2)c1)c1cc2ccccc2o1	0%	-10%	-16%	-4%	-1%	0%	-10%
COc1ccc2nc(NC(=O)c3nc(SCc4ccccc4F)ncc3Cl)sc2c1	1%	-6%	13%	7%	0%	-1%	-1%
CCOC(=O)c1c(C)[nH]c(C)c1S(=O)(=O)NCC(=O)N1CCN(c2ccccc2F)CC1	-1%	2%	-9%	9%	-9%	-1%	0%
Cc1ccc(NC(=O)Cn2c(=O)n(CCC(=O)NCc3ccc4c(c3)OCO4)c(=O)c3sccc32)c(C)c1	0%	1%	-5%	?	-3%	1%	4%
CCOc1ccc(-c2nc(SCC(=O)Nc3ccc(C)c(C)c3)n3[nH]c(=O)cc3n2)cc1	-3%	-3%	-20%	?	-1%	0%	-2%
COc1ccccc1C(=O)Nc1nc2nc(C)cc(=O)n2[nH]1	1%	-7%	10%	7%	-1%	-1%	-11%

(continued)
SMILES	GALK inhibitor	p53null 32C kill	p53null 39C kill	NTMT1 inh	PTAP-TSG101 blk	B2AR arrestin ag	FH mod
Cc1cc(NS(=O)(=O)c2ccc(NC(=O)COc3ccccc3Br)cc2)no1	0%	-8%	?	0%	-5%	0%	1%
CN(C)c1oc(-c2ccc(COc3ccccc3)o2)nc1C#N	-5%	-5%	?	7%	3%	-4%	-20%
COc1ccc(CNC(=O)Cn2nnc(-c3ccccc3F)n2)cc1	3%	?	-8%	19%	-10%	1%	4%
CCOC(=O)C1CCN(C(=O)C2CCN(C3=NS(=O)(=O)C(c4ccc(C)c(C)c4)=C3C)CC2)CC1	-1%	12%	-9%	0%	-3%	1%	-6%
COc1cccc(N2CCN(C(=O)c3cccn3-c3nnc(N4CCCC4)s3)CC2)c1	-2%	-1%	-11%	-16%	-16%	-1%	-8%
CCOc1ccccc1C(=O)Nc1c(NC)c2ccccc2oc1=O	-7%	5%	-16%	0%	-9%	1%	9%
COc1ccc(NC(=O)c2ccc(NC(=O)N3CCSc4ncccc43)cc2)cc1	-2%	?	?	?	1%	7%	-14%
Cc1ccc(C)c(N2CCN(C(=O)c3ccc(Nc4nc5ccccc5n5nnnc45)cc3)CC2)c1	-8%	-5%	-7%	-1%	1%	0%	-10%
Cc1coc2c(C)c3oc(=O)c(CC(=O)NCCc4ccc(Cl)cc4)c(C)c3cc12	2%	3%	-2%	0%	0%	-1%	-12%
Cc1cccc(NC(=O)c2oc3ccc(S(=O)(=O)N4CCC5(CC4)OCCO5)cc3c2C)c1C	2%	9%	-1%	2%	4%	0%	-20%
CCN(CC)CCCNC(=O)Cn1ncc2c3ccccc3n(Cc3ccccc3)c2c1=O	-1%	-5%	-12%	-1%	-4%	?	4%
Cc1ccc(-n2nc(CO)c(C(=O)NC(C)CCCc3ccccc3)n2)cc1 (stereo not drawn)	0%	-5%	0%	1%	-2%	-1%	-6%
COCCNC(=O)CCC(=O)N1Cc2cccc(OC)c2Oc2ncccc21	2%	-4%	11%	-11%	2%	0%	-19%
COc1ccc(Cl)cc1NC(=O)CSc1nnc(C)n2c1cc1occc12	-6%	1%	-20%	0%	0%	0%	6%
C#CCn1c(C2CC(=O)N(c3ccc(OC)cc3)C2)nc2ccccc21 (stereo not drawn)	2%	0%	1%	?	-10%	-1%	5%
COc1ccccc1CNC(=O)c1cccc(N2CCCS2(=O)=O)c1	4%	-3%	-14%	-1%	0%	0%	-23%
O=C(Nc1ccc(S(=O)(=O)Nc2ncccn2)cc1)c1ccccc1Cl	3%	2%	30%[activator]	-3%	1%	0%	2%
CCOc1ccc(-c2cn3c(n2)sc2cc(C(=O)NCCCN4CCCCC4)ccc23)cc1	-2%	-6%	-1%	50µM*	-8%	-1%	0%
Cc1ccc(-c2nnc(Nc3ccc(Br)cc3)c3ccccc23)cc1S(=O)(=O)N1CCN(C)CC1	-1%	-4%	-3%	?	-3%	0%	-12%
CC(C)N(Cc1ccccc1)C(=O)c1nc(-c2ccc(Cl)cc2)n2c1CCCCC2	1%	8%	-23%	.	-1%	-1%	.
COC(=O)c1c(NC(=O)c2cc(=O)c3cc(C)cc(C)c3o2)sc2c1CCC2	6%	-2%	?	5%	-2%	1%	-1%
CCCSC1=NC2(CCN(C(=O)NC3CCCCC3)CC2)N=C1c1ccc(Cl)cc1	3%	6%	-5%	2%	-4%	0%	0%
CCOc1ccc(NC(=O)CCn2cccn2)cc1	0%	-9%	-4%	-1%	0%	-1%	4%
Cc1ccc(N(C)C(CNS(=O)(=O)c2ccccc2)c2ccccc2)cc1 (stereo not drawn)	6%	25%	14µM*	0%	-2%	-4%	?
CCOC(=O)c1c(C)[nH]c(C)c1S(=O)(=O)N(C)CC(=O)Nc1ccc(C)cc1C	-1%	-2%	4%	8%	-9%	0%	?

More entries.
SMILES	GALK inhibitor	p53null 32C kill	p53null 39C kill	NTMT1 inh	PTAP-TSG101 blk	B2AR arrestin ag	FH mod
COc1ccc(-c2ccc(-c3noc(-c4cc(OC)cc(OC)c4)n3)c(OC)n2)cc1	-7%	-7%	-28%	-4%	-4%	-2%	?
C=CCc1c(C)nc2nc(SCC(=O)Nc3ccc(C)c(C)c3)nn2c1C	-5%	-6%	-4%	8%	-2%	3%	?
CCOC(=O)c1cc2c(=O)n3ccccc3nc2n(Cc2ccco2)c1=NC(=O)c1cccc(F)c1	-5%	-7%	0%	-18%	0%	-2%	?
COc1ccc(CCNC(=O)CCCn2c(=O)c3ccccc3n(Cc3c(C)cc(C)cc3C)c2=O)cc1OC	-1%	5%	-7%	-2%	1%	0%	-1%
CC(C)Cn1c(-c2ccccc2Cl)nc2ccccc21	7%	-9%	-27%	11%	0%	-1%	2%
CCCNc1nc2c(c(=O)n(C)c(=O)n2C)n1CC(O)COc1ccccc1 (stereo not drawn)	3%	-8%	-8%	5%	1%	0%	-1%
O=C(Nc1ccccc1F)c1nc(SCc2ccc(F)cc2)ncc1Cl	-3%	-2%	-21%	11%	1%	-2%	-19%
CCc1ccccc1NC(=O)Cn1nnc(C(=O)NCc2ccco2)c1N	1%	32%[activator]	2%	8%	-1%	-2%	-2%
CCOC(=O)c1sc2cccc(F)c2c1S(=O)(=O)Nc1ccccc1F	-1%	-12%	-3%	-2%	0%	-1%	-33%
COc1cc2ncc3c(-c4ccccc4)nn(-c4ccc(C)cc4)c3c2cc1OC	-1%	8%	31%	-17%	-4%	1%	-25%
Cc1cccc(C)c1OCCSc1nc2ccccc2n1CC(=O)O	0%	-9%	-30%	5%	-3%	0%	-2%

Single records, from the list above. Screens in order: GALK inhibitor	p53null 32C kill	p53null 39C kill	NTMT1 inh	PTAP-TSG101 blk	B2AR arrestin ag	FH mod
`C=CCc1c(C)nc2nc(SCC(=O)Nc3ccc(C)c(C)c3)nn2c1C` in the list: -5%	-6%	-4%	8%	-2%	3%	?
`CCOC(=O)c1c(C)[nH]c(C)c1S(=O)(=O)N(C)CC(=O)Nc1ccc(C)cc1C` in the list: -1%	-2%	4%	8%	-9%	0%	?
`O=C(Nc1ccc(S(=O)(=O)Nc2ncccn2)cc1)c1ccccc1Cl` in the list: 3%	2%	30%[activator]	-3%	1%	0%	2%
